# Screening data from PubChem BioAssay.
# TrxR1 inh = qHTS Assay for Inhibitors of Mammalian Selenoprotein Thioredoxin Reductase 1 (TrxR1): qHTS; Potency, µM (series often up to 114 µM), inactives show top-dose activity change, negative = inhibition, hits mostly inhibitors; AID 588453, 2011; recombinant rTrxR1, NADPH fluorescence consumption, selenite substrate; Thioredoxin reductase 1, cytoplasmic (Rattus norvegicus), O89049; actives 1% (n = 390,000); note: potency is the fitted concentration of half-maximal effect; % is set by controls: 0 for no effect and ±100 for the full control effect; nearly all actives have a fitted effect of over 65% in size
#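 Rat TrxR1 (90 nM in the dispensed reagent) was pre-reduced with 400 uM NADPH for 5 min at room temperature, then incubated with compound for 15 min. After 400 uM selenite was added, NADPH fluorescence (Ex 340/Em 450 nm) was followed for 8 min.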
# GRP78 ERSR act = qHTS for Inducers of the Endoplasmic Reticulum Stress Response (ERSR) in Human Glioma: qHTS; Potency, µM, for inactives: top-dose activation, usual class: activators; actives 0.02% (n = 420,000); U87-MG GRP78 promoter luciferase reporter, 16 h; note: potency is the fitted concentration of half-maximal effect; series mostly up to about 76 µM; % of control where 0% means no effect; nearly all actives have a fitted effect of over 35% in size
#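 Stably transfected U87-MG human glioma cells carrying a GRP78-based luminescent sensor were seeded at 1000 cells/well, pin-dosed with compounds and incubated 16 h. Luciferase reagent was then added, and end-point luminescence was read after 10 min at room temperature.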
# mIDH1 inhibitor = qHTS for Inhibitors of mutant isocitrate dehydrogenase 1 (IDH1): qHTS | Isocitrate dehydrogenase [NADP] cytoplasmic (Homo sapiens), O75874 | actives 0.093% (n = 390,000) | Potency, µM (doses to about 76.6 µM), inactives show top-dose activity change, negative = inhibition, hits mostly inhibitors | IDH1-R132H enzyme, NADPH consumption, diaphorase/resazurin fluorescence; note: potency is the fitted concentration of half-maximal effect; % is set by controls: 0 for no effect and ±100 for the full control effect; nearly all actives have a fitted effect of over 65% in size
# Target sequence (O75874 whole entry R132H, stated change not applied): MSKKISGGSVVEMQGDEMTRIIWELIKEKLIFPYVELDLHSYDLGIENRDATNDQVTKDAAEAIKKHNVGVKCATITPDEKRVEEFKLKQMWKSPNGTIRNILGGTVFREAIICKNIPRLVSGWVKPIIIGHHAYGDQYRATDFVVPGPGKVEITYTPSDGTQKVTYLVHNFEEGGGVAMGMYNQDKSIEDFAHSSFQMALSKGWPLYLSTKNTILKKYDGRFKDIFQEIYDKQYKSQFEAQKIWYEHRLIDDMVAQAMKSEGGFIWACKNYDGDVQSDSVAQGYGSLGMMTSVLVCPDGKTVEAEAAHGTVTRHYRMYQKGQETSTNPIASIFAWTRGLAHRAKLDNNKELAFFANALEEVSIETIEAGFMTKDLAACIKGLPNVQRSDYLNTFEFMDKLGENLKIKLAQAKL
#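 IDH1-R132H (0.5 ug/mL dispensed) in pH 7.5 Tris buffer was preincubated 30 min with compound, then given a substrate mix of 0.016 mM NADPH and 2 mM alpha-KG for 80 min at room temperature; remaining NADPH was read by diaphorase/resazurin fluorescence.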
# LDHA block = qHTS assay for inhibitors of human lactate dehydrogenase | actives 0.15% (n = 480,000) | purified LDHA, NADH/diaphorase-resazurin fluorescence; active compounds read low | activity change, % (values are at about 110 or 230 µM) | L-lactate dehydrogenase A chain (Homo sapiens), P00338; in the data active = activity change below about -30%; inconclusive = mostly about -25% to -30%;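 note: plate controls were DMSO wells for no effect and wells without enzyme for full effect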
#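 Resorufin fluorescence (ex540/em590), read at 0 and 20 min after diaphorase/resazurin addition, reports the NADH left after a 5 min room-temperature reaction of 2 nM human LDH5 with 0.06 mM NADH and 0.2 mM pyruvate.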
# RGS4 inh = Inhibitors of Regulator of G Protein Signaling (RGS) 4: qHTS; Potency, µM (top dose mostly 114 µM), for inactives: top-dose activity change, negative = inhibition, usual class: inhibitors; actives 0.039% (n = 390,000); AID 504845, 2011; Transcreener GDP fluorescence polarization, RGS4-accelerated GTP hydrolysis; note: potency is the fitted concentration of half-maximal effect; % is set by controls: 0 for no effect and ±100 for the full control effect; nearly all actives have a fitted effect of over 75% in size; some results filed as inactive show a strong effect at the top dose
# Target sequence (P49798 whole entry, looked up): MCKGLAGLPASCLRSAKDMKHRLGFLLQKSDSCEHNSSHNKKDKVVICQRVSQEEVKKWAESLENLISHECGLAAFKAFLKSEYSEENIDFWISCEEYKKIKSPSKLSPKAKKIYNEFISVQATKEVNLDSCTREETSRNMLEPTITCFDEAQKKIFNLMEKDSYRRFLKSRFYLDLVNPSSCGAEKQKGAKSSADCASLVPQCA
#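 MLSMR compounds (23 nl, pin-transferred) preincubated 10 min at room temperature with a 500nM (2x) first reagent, then RGS4 at 900nM (2x) plus Transcreener GDP mix added; fluorescence polarization (620/688 nm) read before and after 90 min at 30 °C.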
# USP1-UAF1 inh = Inhibitors of USP1/UAF1: Primary Screen | Ubiquitin carboxyl-terminal hydrolase 1 (Homo sapiens), O94782 | recombinant USP1/UAF1, Ub-Rhodamine cleavage fluorescence | Potency, µM (titrated, usually from 57.1 µM), inactives show at the top dose activity change, negative = inhibition, hits mostly inhibitors | actives 0.23% (n = 390,000); note: potency is the fitted concentration of half-maximal effect; % is set by controls: 0 for no effect and ±100 for the full control effect; nearly all actives have a fitted effect of over 60% in size; inactives centre near -12
#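 High-throughput fluorogenic screen: 1nM USP1/UAF1 complex, Ub-Rho substrate 150nM final, 50mM HEPES pH 7.8 with 0.5mM EDTA, 0.1 mg/ml BSA, 1mM TCEP and 0.01% Tween-20.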
# Vif-A3G inh = qHTS for Inhibitors of Vif-A3G Interactions: qHTS; HeLa A3G-eYFP + Vif (tagged APOBEC3G with the HIV-1 protein that degrades it), YFP fluorescence, overnight; Potency, µM (titrated, usually from 46.1 µM), for inactives: at the highest dose activity, negative = active, hits mostly inhibitors; actives 0.076% (n = 410,000);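 note: potency is the fitted concentration of half-maximal effect; % is set by controls: 0 for no effect and ±100 for the full control effect; nearly all actives have a fitted effect of over 60% in size; hits raise eYFP signal because A3G escapes Vif-driven loss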
# Target sequence (Q9HC16 whole entry, looked up): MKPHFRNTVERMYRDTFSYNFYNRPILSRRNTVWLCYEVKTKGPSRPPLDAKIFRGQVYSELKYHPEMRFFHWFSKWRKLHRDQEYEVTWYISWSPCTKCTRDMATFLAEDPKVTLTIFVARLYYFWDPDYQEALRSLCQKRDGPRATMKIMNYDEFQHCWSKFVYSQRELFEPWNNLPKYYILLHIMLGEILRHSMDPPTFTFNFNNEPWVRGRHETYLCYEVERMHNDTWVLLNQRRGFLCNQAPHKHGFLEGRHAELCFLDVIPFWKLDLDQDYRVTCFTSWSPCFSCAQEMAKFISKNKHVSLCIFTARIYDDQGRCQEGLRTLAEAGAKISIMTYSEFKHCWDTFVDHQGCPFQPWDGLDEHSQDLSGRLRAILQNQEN
#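 Read-out is eYFP fluorescence (Ex 488/Em 500-530) from Vif-expressing HeLa A3G-eYFP cells; more signal means A3G escaped Vif-mediated degradation. Cells plated overnight, compound pinned in, incubated overnight at 37 deg C.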
# Vif-APOBEC3F blk = qHTS for Inhibitors of Vif-A3F Interactions: qHTS; HeLa A3F-eYFP + Vif (tagged APOBEC3F with the HIV-1 protein that degrades it), YFP fluorescence increase; Potency, µM (titrated, usually from 46.1 µM), without a hit: at the top dose activity, negative = active; actives 0.2% (n = 390,000); AID 602313, 2012; note: potency is the fitted concentration of half-maximal effect; % of control where 0% means no effect; nearly all actives have a fitted effect of over 65% in size
#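 HeLa cells stably expressing Vif plus C-terminally eYFP-tagged A3F were seeded, incubated overnight at 37 deg C, dosed with compound, incubated overnight again at 37 deg C. Yellow fluorescence (Ex 488/Em 500-530) reported blocked Vif-mediated A3F-eYFP degradation.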
# TrxR1 substrate = qHTS Assay for Substrates of Mammalian Selenoprotein Thioredoxin Reductase 1 (TrxR1): qHTS | purified TrxR1 substrate turnover, NADPH consumption readout | Potency, µM (highest dose often 114 µM), inactives show top-dose activity change, negative = substrate turnover | Thioredoxin reductase 1, cytoplasmic (Rattus norvegicus), O89049 | actives 0.01% (n = 390,000); note: potency is the fitted concentration of half-maximal effect; % is set by controls: 0 for no effect and ±100 for the full control effect; nearly all actives have a fitted effect of over 50% in size
#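 Rat TrxR1, dispensed at 90 nM, was prereduced with 400 uM NADPH (final) for 5 min at ~22 deg C, then incubated with compound 15 min before 400 uM selenite. A first-read NADPH fluorescence drop versus no-compound background flagged substrates.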
# Active calls of the source: *; ? = inconclusive; . = not tested or not shown; [ ] = remark or other dose. Unless noted, calls come from the whole dose curve; as a rule, active = well fitted curve in the direction sought with a large enough effect; inconclusive = small, poorly fitted or top-dose-only effect, or another doubt; inactive = no such curve, though single readings can be large; an effect the other way counts as inactive or inconclusive.
SMILES,TrxR1 inh,GRP78 ERSR act,mIDH1 inhibitor,LDHA block,RGS4 inh,USP1-UAF1 inh,Vif-A3G inh,Vif-APOBEC3F blk,TrxR1 substrate
COCCCN1CCc2nc(SCC(=O)Nc3ccc(C)c(Cl)c3)[nH]c(=O)c2C1,14%,0%,14%,-5,4%,-23%,-2%,-6%,-2%
CCOC(=O)C1CN(C(=O)OCC)CC1=NNC(N)=O (stereo not drawn),.,-2%,11%,1,.,-18%,0%,0%,.
CCc1ccc(Cc2cnc(NC(=O)C3=NCCN3)s2)cc1,20%[57.1 µM],-6%,5%,-9,-9%,-18%,0%,-1%,10%[57.1 µM]
COC(OC)C1(CCc2ccccc2)NC(=O)NC1=O (stereo not drawn),12%,-3%,-4%,-5,-1%,6%,-1%,-2%,-3%
Cc1ccc(CN(CC(=O)NCC2CCCO2)S(=O)(=O)c2ccc(C)cc2)cc1 (stereo not drawn),0%[57.1 µM],-4%,5%,2,-17%,-3%,1%,-10%,0%[57.1 µM]
CCN(CC)CCCNC(=O)c1nn(-c2ccccc2OC)c(=O)c2ccccc12,19%[57.1 µM],-7%,9%,-8,-15%[11.4 µM],-3%,-4%,7%,7%[57.1 µM]
Cc1ccccc1CNC(=O)c1ccccc1SCC(=O)NCc1ccco1,-6%[57.1 µM],-2%,-2%,-1,-49%,-16%,-3%,-3%,4%[57.1 µM]
O=C(NCc1ccco1)C(=S)N1CCCC1,20%[57.1 µM],4%,7%,-4,-22%,-12%,-4%,-6%,-1%[57.1 µM]
CC1Cc2ccccc2N1C(=O)COC(=O)c1ccc(Cl)nc1 (stereo not drawn),9%[57.1 µM],-3%,5%,-1,-3%,-17%,2%,4%,-6%
NC(=O)c1sc2cc(C(F)(F)F)cnc2c1-c1ccccc1,19%[11.4 µM],-4%,21%,-12,5%,9%,2%,4%,10%[57.1 µM]
CC1CCCN(S(=O)(=O)c2ccc(NC(=O)[C@@H]3CCCN3C(=O)c3cccs3)cc2)C1 (stereo partly drawn),8%,-1%,8%,0,-3%,-25%,13%,-8%,-3%
COc1ccc(C2=Nn3c(nnc3-c3cccnc3)SC2)cc1,-8%,0%,-1%,-11,5%,-5%,-22%,-29%,-10%
CCOc1cc(C(=O)NCCc2csc(-c3ccc(C)cc3)n2)cc(OCC)c1OCC,3%[57.1 µM],-4%,9%,-10,1%,-26%,5%,-1%,-3%[57.1 µM]
FC(F)(F)c1cccc(N2CCN(CC3CC4C=CC3C4)CC2)c1 (stereo not drawn),-11%,-3%,6%,-2,-14%,-18%,0%,-1%,7%
O=C(COc1ncnc2c1cnn2-c1ccccc1)Nc1ccc(S(=O)(=O)N2CCCCC2)cc1,3%,-4%,-2%,0,-3%,-17%,5%,-8%,0%
O=C(COc1ccccc1)OCc1cc(=O)n2nc(C3CC3)sc2n1,11%[57.1 µM],-3%,9%,-3,-11%,?,-3%,-14%,6%[57.1 µM]
O=C(CSc1nnnn1-c1cccc(C(=O)O)c1)NC(c1ccccc1)c1ccccc1,46%[activator][57.1 µM],-1%,9%,-4,-24%,-22%,0%,8%,-5%[57.1 µM]
COC(=O)c1c(NC(=O)c2ccccc2)sc(Cc2ccccc2)c1C,12%,-1%,2%,-6,-10%,-23%,-1%,-15%,14%
COc1ccc2c(CC(=O)OCC(=O)c3ccccc3OC)coc2c1,9%[57.1 µM],-6%,0%,-3,-1%[11.4 µM],-19%,-3%,2%,-8%
CC(C)NC(=O)N(C)C[C@H]1Oc2ccc(NC(=O)Nc3ccc4c(c3)OCO4)cc2C(=O)N([C@H](C)CO)C[C@@H]1C,9%[57.1 µM],-1%,0%,18,31%,11%,-4%,2%,8%[57.1 µM]
CCN1C(=O)CSc2ccc(C(=O)NCc3ccco3)cc21,11%,-2%,3%,-6,32%,1%,1%,12%,-1%
CC(=O)N1CCN(c2cc3c(cc2F)c(=O)c(C(=O)O)cn3C2CC2)CC1,-1%,20%,3%,1,12%[56.9 µM],-11%,0%,13%,49%[activator]
COc1cccc(NC(=O)CSc2nnc(-c3cccc(OC(C)C)c3)n2N)c1,12%,1%,7%,-5,-32%,-7%,0%,1%,-7%
Cc1noc(-c2ccccc2OCC(=O)Nc2ccccc2[N+](=O)[O-])n1,2%,0%,7%,0,-34%,-27%,-2%,-1%,-4%
COC(=O)c1c(NC(=O)COC(=O)CCNS(=O)(=O)c2ccc(NC(C)=O)cc2)sc(C)c1C,-3%,-4%,6%,-3,-4%,-21%,2%,-9%,-1%
CCCCCNc1nc(-c2ccccc2)nc(-n2ccnc2)n1,14%[57.1 µM],-4%,2%,-8,11%,-43%,0%,3%,-12%
C/C(=N\NC(=O)c1c(Cl)c(C)nn1C)c1cccc(NC(=O)c2cccc(F)c2)c1,-1%,-1%,-1%,-3,13%,-4%,-5%,-13%,-7%
CC(C)(C)NS(=O)(=O)c1ccc(OCC(=O)Nc2ccc3c(c2)OCCO3)cc1,9%[57.1 µM],-6%,5%,-4,-37%,-22%,-2%,-12%,11%[57.1 µM]
COc1cc(C2C(C(C)=O)=C(O)C(=O)N2CCc2ccc(OC)c(OC)c2)ccc1O (stereo not drawn),-11%,-4%,4%,0,9%,-4%,2%,4%,-3%
COc1ccccc1-c1cc(NC(=O)COc2ccccc2Cl)n(-c2ccccc2)n1,20%[57.1 µM],0%,-1%,0,13%,-8%,-2%,4%,-1%[57.1 µM]
O=C(C1CCCN(S(=O)(=O)c2cccc3nsnc23)C1)N1CCN(c2cccc(Cl)c2)CC1 (stereo not drawn),25%,-3%,-5%,-8,2%,-16%,-6%,-9%,-4%
COc1ccc(-n2c(SCC(=O)NNC(=O)c3ccc(C)cc3)nnc2-c2ccncc2)cc1,8%,1%,2%,4,-26%,-18%,-4%,4%,-1%
CCOc1ccccc1Nc1nnc(SCC(=O)Nc2ccc3[nH]c(=O)[nH]c3c2)s1,6%,-3%,0%,8,-18%,-15%,-3%,10%,3%
Cc1c(OC(C)C(=O)NCC(O)c2ccccc2)ccc2c3c(c(=O)oc12)CCCC3 (stereo not drawn),26%,-1%,0%,-4,11%,-8%,-7%,?,46%[activator]
O=C(O)c1ccccc1C(=O)c1ccc(-c2ccccc2)cc1,19%,3%,-15%,-6,3%,-8%,-4%,-10%,-3%
CN(C)S(=O)(=O)c1ccc2c(c1)C(CC(=O)O)OC2=O (stereo not drawn),3%,-5%,0%,5,-19%[56.9 µM],4%,-1%,-2%,-4%
O=C(c1[nH]ncc1-c1cccc(Br)c1)C1CO1 (stereo not drawn),5%[57.1 µM],-12%,10%,-4,-26%,-12%,?,0%,9%[57.1 µM]
CC1(C)CC(=O)C(C(=O)c2ccccc2)C(=O)C1Cl (stereo not drawn),-1%,-2%,2%,-6,3%,-8%,1%,-3%,-7%
Cc1cccc(NC(=O)c2ccc3nsnc3c2)c1C,12%[57.1 µM],3%,-2%,-5,0%,2%,-1%,7%,3%[57.1 µM]
Cc1cc(C)cc(NC(=S)N=Nc2c(O)n(C)c3ccc(S(=O)(=O)N4CCOCC4)cc23)c1,0%,-4%,5%,19,-27%,-6%,-6%,-5%,-15%
COc1cc(NC(=O)NNC(=O)c2cc3occc3n2C)cc(OC)c1OC,6%,-1%,2%,-2,-15%,-25%,-2%,2%,5%
CC(=O)NCc1ccc(C(=O)COC(=O)COc2ccc(Cl)c(C)c2)s1,-7%,-5%,-19%,5,-4%,-14%,-7%,-10%,-3%
O=C(COC(=O)c1ccccc1-n1cnnn1)c1ccc(F)c(F)c1,-3%,3%,-1%,-9,-13%,0%,1%,-24%,-4%
O=c1cc(-c2ccc(Cl)cc2)[nH][nH]1,9%,-2%,1%,9,-33%,-10%,1%,-10%,-2%
COc1ccc(/C=N\NC(=O)CCc2c(C)n[nH]c2C)c(OC)c1OC,6%[57.1 µM],0%,4%,-9,9%,-8%,-2%,-19%,-4%[57.1 µM]
O=C(OCCCOc1ccc(F)cc1)c1ccc(O)cc1O,-8%,1%,9%,-6,-8%,-9%,-3%,-7%,-11%
Cc1occc1-c1nnc(SCC(=O)Nc2nc3ccccc3s2)o1,17%,0%,1%,-6,28%,-6%,-13%,-1%,9%

# Some of the compounds tested, so the mix of outcomes need not match the whole.
